Screening results (PubChem)
PglD DTNB = blocks C. jejuni PglD acetyltransferase activity; purified PglD enzyme, DTNB colorimetric CoA detection; inhibition, % at 12.5 µM; actives 0.098% (n = 360,000); AID 602405; in the data active = inhibition above about 16%, passing the limit was not always enough; also: strong numbers were not always called active
miR-122 sensor = blocks miR-122 activity in Huh7 sensor cells; Huh7 miR-122 Renilla luciferase sensor, 48 h; neutral wells = 0, positive control = 100; activation (reporter increase), % at 12.5 µM; actives 0.3% (n = 340,000); AID 602342;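 active = mean replicate activation score at least 90 and every replicate individually at or above 90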;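 also: higher luciferase means less miR-122 activity so hits act as miR-122 inhibitors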
C2C12 statin = suppressors of simvastatin-induced myotoxicity in C2C12 myotubes; ATP luminescence, 48 h; scaled: DMSO 0, geranylgeraniol control 100; rescue of ATP level, % at 7.49 µM; actives 0.78% (n = 330,000);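 active = mean ATP rescue above about 67%, or every replicate alone reaching that limit, limit read from the data, passing the limit was not always enough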;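 also: myotubes were challenged with 10 µM simvastatin during compound exposure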
PGC1a acetyl inh = modulators of PGC1a acetylation; U2OS PGC1a acetylation, AlphaScreen anti-acetyl-lysine; with virally co-expressed GCN5 acetyltransferase; inhibition, % at 15.6 µM; actives 0.17% (n = 350,000); AID 651687;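 active = every replicate shows inhibition of at least 40%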;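 also: 0% = neutral control wells and 100% = positive control wells; some results beyond the cut were filed as inactive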
INS-1E GSIS act = GLuc luminescence reporter in INS-1E cells, primary screen for activators of glucose-dependent secretion of insulin; INS-1E GLuc reporter insulin secretion, 2-3 h; activation, % at 16.6 µM; actives 0.61% (n = 370,000);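 active = lowest replicate activation of at least 40%, so every replicate reaches that level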;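 also: 0% = median of neutral control wells and 100% = median of IBMX positive control wells; some compounds called inactive have numbers as strong as hits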
Cneo AK release = Cryptococcus neoformans lysis via adenylate kinase release; C. neoformans lysis, adenylate kinase release luminescence, 4 h; normalised: neutral wells 0, clomiphene wells 100; lysis activity, % at 15 µM; actives 0.2% (n = 360,000);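 active = mean lysis activity across replicates of at least 80%, whatever share of replicates individually reach that level; inactive = mean lysis activity below 80%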
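read-out = cell lysis signal | test system = log-phase Cryptococcus neoformans yeast cells | input = cells at 5 × 10^6 per mL | medium = fresh YPD growth medium | signal = luminescent adenylate kinase detection reagent | timing = 4 h at 37 °C static, read 1 h later | dosing = single dose | controls = Clomiphene as positive lysis control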
CFTR F508del cor = CFTR F508del correction in bronchial cells | CFBE cells, YFP halide quenching; stimulated with forskolin plus potentiator P3; % fluorescence drop versus neutral controls | activity (quench increase), % at 7.58 µM | actives 0.36% (n = 350,000) | AID 720511;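 active = mean added fluorescence quench of at least 8% versus neutral control, with both replicates also reaching 8%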;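 also: cells transiently co-express mutant CFTR-F508del with the halide-sensitive YFP; corrector assay measuring rescue of mutant channel to the surface after 24 h compound exposure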
FN deposit inh = fibronectin deposition inhibition; AID 743247; actives 0.086% (n = 350,000); inhibition, % at 12.6 µM; AH1F fibroblasts, Alexa488-fibronectin deposition fluorescence, overnight;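 active = mean inhibition across replicates of 30% or more, regardless of how many single replicates reach that level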;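 also: positive control wells lacked labelled fibronectin entirely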
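Material: AH1F fibroblast monolayer depositing Alexa488-labelled fibronectin into matrix | Input: 10000 AH1F cells/well | Medium: DMEM plus 2% serum, read in PBS | Reagent: Alexa488-fibronectin, 24 nM final in well | Compound dosing: One dose per compound, pinned | Schedule: 1 h adhesion, overnight exposure | Measured by: Fluorescence at 485 nm excitation, 525 nm emission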
* = called active by the depositor; . = not tested or not shown; & = joins results of further samples; [ ] = dose if it differs, or a comment.

no. | canonical_smiles | PglD DTNB | miR-122 sensor | C2C12 statin | PGC1a acetyl inh | INS-1E GSIS act | Cneo AK release | CFTR F508del cor | FN deposit inh
1 | O=C(C[C@H]1CC[C@H]2[C@@H](COC[C@@H](O)CN2Cc2cccc(Cl)c2)O1)N1CCCCC1 | 1 | -3[16.7 µM] | 55 | -15 | -3 | 0 | -2.2 | -13
2 | Cc1[nH]nc2c1C1(CCN(C(=O)OCc3ccccc3)CC1)C(C#N)=C(N)O2 | -4 | -17 | 8 | -3 | . | 3 | . | .
3 | CC1CN(Cc2c(O)ccc3c(=O)c(-c4ccccc4)coc23)CC(C)O1 (stereo unspecified) | 0 | 2 | 1 | -6 | -5 | -2 | . | .
4 | Cc1cccc(C)c1NC(=O)NC1(C(=O)N2CCN3CCCC3C2)CCCCC1 (stereo unspecified) | 1 | . | -14 | . | 6 | -1 | 0.6 | 0
5 | CCOC(=O)N1CCN(S(=O)(=O)c2ccc3c(c2)CC(C)N3C(=O)C2CC2)CC1 (stereo unspecified) | 0 | -6 | 3 | -3 | 13 | 13 | 1.1 | 12
6 | NS(=O)(=O)c1ccc(-c2cccc(/C=C3\SC(=O)NC3=O)c2)cc1 | 3 | . | -6 | . | -37 | 0 | 1.1 | 9
7 | Cn1c(N)c(C(=O)COC(=O)/C=C/c2ccc(Cl)cc2)c(=O)n(C)c1=O | 5 | 1 | 1 | -2 | . | -3 | -1.0 | -8
8 | COc1cccc(-c2nnc(SCCC(=O)O)n2C)c1 | -1 | -1 | 2 | 7 | -5 | 0 | . | -6
9 | CCCc1nc2nc(C)c(NS(=O)(=O)c3ccc([N+](=O)[O-])cc3)c(=O)n2[nH]1 | -6 | -5 | 5 | 2 | 18 | 0 | -0.8 | 4
10 | O=C(Nc1ccc(N2CCCCCC2)cc1)c1ccccc1Cl | 6 | -4 | -13 | 5 | 11 | -2 | 6.0 | 6
11 | CN1C(=O)c2cc(NC(=O)c3cscn3)ccc2OC[C@@H]2O[C@@H](CC(=O)NCC3CC3)CC[C@@H]21 | -1 | 0[16.7 µM] | 3 | 4 | -2 | 2 | 1.5 | -24
12 | NC(=O)c1cc(-c2ccccc2)nc(N2CCCCCC2)n1 | -4 | -3 | -24 | -10 | . | 1 | . | .
13 | COc1ccccc1N(C)S(=O)(=O)c1ccc(C(=O)NCc2ccccc2CN2CCCC2)cc1 | -4 | 7 | -39 | -23 | -36 | -2 | -1.0 | -4
14 | COc1ccc(/C=N/NC(=O)c2nn(-c3ccccc3)c(=O)c3c(N)scc23)cc1 | 0 | -3 | 4 | 0 | . | -1 | . | 8
15 | COc1ccccc1OCCc1nnc(N)s1 | -4 | -4 | 4 | -5 | 0 | -1 | 0.5 | .
16 | O=C(CSc1ccc(Cl)cc1Cl)N1CCC(c2nc3ccccc3s2)CC1 | 7 | -5 | . | -7 | . | 3 | . | .
17 | CC(=O)N(C)C[C@@H]1Oc2cc(-c3ccccc3C)ccc2S(=O)(=O)N([C@@H](C)CO)C[C@H]1C | 1 | -3[16.7 µM] | -40 | -1 | 0 | -1 | 0.2 | .
18 | Cc1ccc2c(CN3CCN(S(=O)(=O)c4ccc(Cl)cc4)CC3)cc(=O)oc2c1C | 5 | 5 | -33 | 1 | 24 | 3 | 19* | -3
19 | Cc1cc(C(=O)NNC(=O)c2ccc(F)cc2)c(C)s1 | 2 | 4 | 4 | . | 16 | -1 | -1.0 | 1
20 | COc1cc(C2CC(=O)N(CC(=O)NCC3CCCO3)c3ccccc3S2)cc(OC)c1OC (stereo unspecified) | 3 | 4 | 10 | 0 | 4 | -2 | -2.4 | 0
21 | Cc1cc(C(F)F)nn1CC(=O)NC1CCCC1 | -1 | -2 | -3 | . | 18 | -5 | -0.6 | -2
22 | CCc1ccc(C(=O)NC(C(=O)NCC2CCCO2)C(C)C)cc1 (stereo unspecified) | -1 | -5 | 0 | -14 | -5 | -1 | 2.6 | .
23 | CCOC(=O)c1oc2cc(C)cc(O)c2c(=O)c1-c1csc(C)n1 | . | 3 | -7 | -6 | 16 | . | . | .
24 | Cc1cccc(CSc2ncnc3nc[nH]c23)c1 | 2 | -3 | 2 | -1 | -8 | 1 | 1.6 | 2
25 | COc1ccc(S(=O)(=O)N2CCCCCC2)cc1C(=O)N1CCN(c2ccccc2C)CC1 | 2 | -4 | -11 | -12 | -42 | 0 | -1.3 | .
26 | C[C@H]1CN([C@@H](C)CO)C(=O)c2cc(C#Cc3cccc(F)c3)cnc2O[C@@H]1CN(C)C(=O)C1CC1 | -2 | 3[16.7 µM] | . | 7 | 2 | 5 | -1.1 | .
27 | O=C(O)COc1ccc(Br)cc1CP(=O)(c1ccccc1)c1ccccc1 | . | . | . | -8 | 19 | . | 0.5 | -17
28 | Cc1noc(C)c1C(=O)Nc1ccc(S(=O)(=O)N2CCCCC2)cc1 | 12 | . | 4 | . | -12 | 10 | 1.6 | 6
29 | COc1ccccc1CNC(=O)C1CCN(C(=O)[C@@H]2Cc3ccccc3CN2)CC1 | -1 | 4 | -4 | -6 | 5 | 0 | -2.6 | 6
30 | CN1C(=O)c2cc(NC(=O)c3ccno3)ccc2OC[C@H]2O[C@@H](CC(=O)NC3Cc4ccccc4C3)CC[C@@H]21 | 1 | 6[16.7 µM] | 17 | 2 | 0 | -1 | -2.0 | 4

Going on with the list.
no. | canonical_smiles | PglD DTNB | miR-122 sensor | C2C12 statin | PGC1a acetyl inh | INS-1E GSIS act | Cneo AK release | CFTR F508del cor | FN deposit inh
31 | COC(=O)c1cc2occc2n1Cc1cccc(C)c1 | -9 | -3 | 1 | -3 | 10 | 1 | 5.6 | 5
32 | O=S(=O)(Nc1nc2ccccc2[nH]1)c1ccccc1 | -1 | -1 | 2 | . | . | 1 | . | 8
33 | Fc1ccc(CNc2ncnc3cc(Cl)ccc23)cc1 | 3 | 2 | -2 | . | -35 | -3 | -0.5 | 2
34 | O=C(CSc1nccn1-c1cccc(F)c1)NC1CCCC1 | -2 | 4 | 5 | 0 | 19 | 4 | -1.0 | 0
35 | Cc1sc2nc(CSC(C)C(=O)N3CCOCC3)[nH]c(=O)c2c1C (stereo unspecified) | -1 | . | -1 | . | 20 | -1 | -1.4 | -18
36 | Cc1noc(C)c1S(=O)(=O)N(C)C[C@@H]1Oc2c(NC(=O)c3cnccn3)cccc2C(=O)N([C@H](C)CO)C[C@@H]1C | -1 | 50[16.7 µM] | 12 | -6 | 9 | -2 | -0.7 | 1
37 | Cc1ccc(C(=O)Nc2cccc(C(F)(F)F)c2)cc1NC(=O)c1nccnc1N | -3&5 | 4&-13 | -34&-29 | . | 8&4 | 1&0 | -6.7&-0.6 | 1
38 | O=C(C[C@H]1CC[C@@H]2NC[C@H](O)COC[C@H]2O1)NCc1ccc2c(c1)OCO2 | -3 | -3[16.7 µM] | 16 | 2 | 5 | 0 | -2.2 | 6
39 | CCCNC(=O)N1[C@H](CO)[C@H](c2ccc(C3=CCCC3)cc2)[C@H]1CNC(C)=O | 1 | -14[16.7 µM] | 3 | 5 | -5 | 0 | 1.7 | -4
40 | Cc1cccc(C)c1NC(=O)COc1ccc2c(C)c(Cc3ccccc3)c(=O)oc2c1C | . | . | . | -3 | -10 | . | 2.3 | -8
41 | CCC(Oc1cc(Cl)ccc1Cl)C(=O)NN1C(=O)C2C3CCC(C3=C(C)C)C2C1=O (stereo unspecified) | -2 | -2 | -2 | 1 | . | 0 | . | 12
42 | Cc1nn2c(=S)[nH]nc2[nH]c1=O | 5 | -4 | 4 | -1 | -3 | -2 | -0.1 | -3
43 | CCOCCCn1c(=S)[nH]c2cc(C(=O)N3CCC(C(N)=O)(N4CCCCC4)CC3)ccc2c1=O | 4 | -5 | 0 | -10 | 7 | 2 | -4.5 | 1
44 | CCN1C(=O)[C@H]2[C@@H](c3ccc(-c4ccc5c(c4)OCO5)c(OC)c3)N[C@@](Cc3ccccc3)(C(=O)OC)[C@H]2C1=O | -6 | -1 | -1 | -7 | -9 | 6 | 0.1 | -3
45 | O=C(CCn1c(=S)oc2ccccc21)N1CCN(c2ccc(F)cc2)CC1 | . | . | . | -14 | -26 | . | 2.7 | 6
46 | C[C@@H]1CCCCO[C@H](CN(C)C(=O)Nc2ccc(F)cc2)[C@H](C)CN([C@@H](C)CO)C(=O)c2cc(NS(C)(=O)=O)ccc2O1 | 1 | 1[16.7 µM] | . | 3 | -12 | -1 | 3.7 | .
47 | CCOC(=O)c1ccc(NC(=O)c2nc[nH]c2C(=O)NC2CCN(C(=O)OC(C)(C)C)CC2)cc1 | 4 | 0 | 2 | 3 | -3 | -2 | -0.6 | -5
48 | Cc1ccccc1S(=O)(=O)N[C@@H]1CC[C@@H](CCNS(=O)(=O)c2cccc(F)c2)O[C@H]1CO | 3 | . | 6 | -5 | -11 | -4 | 1.1 | -2
49 | COc1ccc(CCNC(=O)CCCNC(=O)Cn2cnc3sc(C)c(C)c3c2=O)cc1OC | . | 0 | . | -11 | -5 | . | 3.4 | -10
50 | COC(=O)c1ccccc1S(=O)(=O)N1CCC(C(=O)N2CCC2)CC1 | . | . | 2 | 0 | 22 | . | -0.6 | 7
51 | Cc1ccc(S(=O)(=O)N2C[C@H]3[C@H]4C(=O)N(C)C(=O)[C@H]4CC(=O)[C@H]3[C@@H]2c2ccccc2F)cc1 | 2 | -5 | 4 | 10 | . | 10 | 8.4* | -2
52 | COc1ccc(S(=O)(=O)N2CCCCC2)cc1NC(=O)CCc1cc(OC)c(OC)c(OC)c1 | 2 | 0 | 5 | 0 | -4 | -1 | 2.3 | 9
53 | O=C(N/N=C/c1ccoc1)c1ccccc1O | 1 | 30 | -5 | 5 | 8 | -1 | -0.6 | -12
54 | COc1ccc(NC(=O)N(C)C[C@@H]2Oc3cc(-c4cccc(C(=O)N(C)C)c4)ccc3S(=O)(=O)N([C@@H](C)CO)C[C@H]2C)cc1 | 2 | 4[16.7 µM] | -16 | 5 | -7 | -4 | 0.0 | .
55 | O=C1CNC(=S)N1C1CCCCCC1 | -3 | -4 | 12 | -7 | 7 | 2 | -0.4 | -10
56 | COc1cc(C(=O)Nc2cc(S(C)(=O)=O)ccc2Cl)ccc1OCC(=O)N1CCOCC1 | 0 | 7 | 13 | -2 | 5 | -1 | -1.2 | 3
57 | CCC(=O)N1CCCC(C(=O)Nc2nc3ccccc3n2C)CC1 (stereo unspecified) | 0 | 0 | -8 | -11 | . | 0 | 4.2 | .
58 | Cc1ccc(N(CC(=O)NCc2ccco2)C(=O)CNS(=O)(=O)c2ccccc2)c(C)c1 | 0 | . | 6 | . | -5 | 2 | -0.7 | -1
59 | C[C@H]1CCCCO[C@H](CN(C)C(=O)C2CCCCC2)[C@@H](C)CN([C@@H](C)CO)C(=O)c2cc(NC(=O)c3ccccc3)ccc2O1 | -2 | -6[16.7 µM] | . | -7 | -31 | 1 | -1.5 | .
60 | COc1ccc2c(c1)C(=O)/C(=C/C=C/c1ccccc1)CC2 | -1 | -2 | 12 | -6 | . | -2 | . | -5
61 | CCOC(=O)C1CCCN(Cc2nc(Cc3cccc(F)c3)no2)C1 (stereo unspecified) | 0 | 0 | -7 | 4 | -2 | 0 | -2.7 | -6

Part of the list above, in transposed form:
#53 O=C(N/N=C/c1ccoc1)c1ccccc1O
#39 CCCNC(=O)N1[C@H](CO)[C@H](c2ccc(C3=CCCC3)cc2)[C@H]1CNC(C)=O

entry no.,53,39
PglD DTNB,1,1
miR-122 sensor,30,-14[16.7 µM]
C2C12 statin,-5,3
PGC1a acetyl inh,5,5
INS-1E GSIS act,8,-5
Cneo AK release,-1,0
CFTR F508del cor,-0.6,1.7
FN deposit inh,-12,-4

The order is random, and some 2.1% of all compounds hit somewhere here.
